Bioassay records as filed in PubChem.
G6PDH CS: L. mesenteroides G6PDH inhibition counter-screen. Purified L. mesenteroides G6PDH, diaphorase/resazurin coupled fluorescence, 45 min. inhibition, % at 5 µM. hit rate 0.12% among 200,000; in the data active = inhibition above about 50%
APP 5'UTR act: APP 5'UTR luciferase reporter activation | activation, % at 2 µM | AID 1276 | hit rate 1% among 190,000 | SH-SY5Y APP 5'UTR luciferase reporter, luminescence; zero percent = DMSO vehicle wells;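 active = activation above a set limit, based on mean plus 3 SD of controls, cut at about 140% in these data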; also: values of inactives mirror those of a sister screen read the other way
FLuc inh counter: inhibits firefly luciferase, flagging false hits in luciferase inhibition screens. hit rate 1.5% among 200,000. inhibition, % at 10 µM. ATPLite firefly luciferase biochemical luminescence, 10 min. P08659;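 active = inhibition above about 50% when tested at 10 µM, limit read from the data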
Diaph act CS: counter-screen for diaphorase-based assays: diaphorase activators and chemical reducers; Diaphorase/resazurin coupled assay, resorufin fluorescence, 16 min; stronger effect = higher value; 1 = vehicle wells, 0 = NADH-free wells; activation factor at 20 µM; hit rate 0.005% among 190,000;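 active = diaphorase activity raised at least twofold by the compound at 20 µM; inactive = activation factor below 2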
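Material: bacterial diaphorase enzyme (C. kluyveri); amount: enzyme 0.07 U/mL final; reagent: NADH substrate 0.114 mM plus resazurin dye 0.1 mM, final; doses: single compound dose of 20 µM, 1% DMSO final; timing: 16 min enzyme reaction, ambient temperature; measured by: fluorescence of resorufin, 544 nm excitation, 590 nm emission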
NF-kB expr up: raises NF-kB expression in human neuronal cells | hit rate 1.6% among 190,000 | fold change at 12.5 µM | NF-kB reporter expression; stronger effect = higher value; in the data active = fold change above about 3.3
FLuc stim CS: affects firefly luciferase, flagging false hits in luciferase stimulation screens. activation factor at 10 µM. P08659. AID 1027. 200,000 tested, under 10 active. ATPlite luciferase biochemical, luminescence, 10 min; 0 = ATP-free wells, 1 = DMSO control;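 active = luciferase activation factor, scaled between plate controls, of at least 2 with compound at 10 µM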
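Material: luciferase plus luciferin reagent, cell-free. Medium: PBS buffer for ATP. Also added: ATP substrate, dispensed from a 10.24 µM working solution in PBS. Doses: test compounds dosed from 2 mM stocks in 100% DMSO. Incubation: 10 min post-reagent at room temperature. Technique: light output (luminescence). Read-out basis: luminescence gain marking luciferase activators.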
STAT1 activator: activators of IFN-gamma induced STAT1 signaling; AID 932; hit rate 2.6% among 200,000; activation (% of control), % at 5.5 µM; NIH 3T3 STAT1-luciferase reporter, luminescence; 100% = IFN-gamma alone, no compound;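 active = activation above the screen-wide mean activation plus 3 SD, cut at about 130% in these data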;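 also: raw ratio to IFN-gamma control signal so 100% means no change and 0% no light; values of inactives mirror those of a sister screen read the other way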
APP transl inh: APP translation inhibition | SH-SY5Y APP 5'UTR-luciferase reporter, luminescence | inhibition, % at 2 µM | hit rate 0.82% among 190,000 | AID 1285;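 active = inhibition above a set limit, derived from the sample mean plus 3 SD, cut at about 45% in these data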; also: values of inactives mirror those of a sister screen read the other way
Diaphorase inh: diaphorase inhibition or chemical oxidation counter-screen. hit rate 0.69% among 190,000. diaphorase resazurin-to-resorufin fluorescence, NADH, 16 min; bacterial (C. kluyveri) enzyme, not human. AID 1217. inhibition, % at 20 µM;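 active = primary screen inhibition at 20 µM above a set limit, cut at about 50% in these data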;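 also: plate controls were DMSO with full reaction for no effect and wells lacking NADH for full effect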
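Assay system: diaphorase enzyme from Clostridium kluyveri. Quantity: enzyme working solution with 0.14 U/mL diaphorase. Schedule: reaction incubation of 16 min at room temperature. Technique: resorufin fluorescence, excitation 544 nm, emission 590 nm. Controls: No-NADH positive control and DMSO neutral control.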
TLR4 MyD88 comp: blocks binding of human TLR4 to MyD88; hit rate 0.18% among 200,000; inhibition, % at 8.4 µM; O00206+Q99836; HeLa CL3-4 TLR4/MyD88 BLA complementation, FRET ratio; in the data active = inhibition above about 25%;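 also: 0% = vehicle and 100% = reference inhibitor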
Target sequence (O00206 whole entry, looked up): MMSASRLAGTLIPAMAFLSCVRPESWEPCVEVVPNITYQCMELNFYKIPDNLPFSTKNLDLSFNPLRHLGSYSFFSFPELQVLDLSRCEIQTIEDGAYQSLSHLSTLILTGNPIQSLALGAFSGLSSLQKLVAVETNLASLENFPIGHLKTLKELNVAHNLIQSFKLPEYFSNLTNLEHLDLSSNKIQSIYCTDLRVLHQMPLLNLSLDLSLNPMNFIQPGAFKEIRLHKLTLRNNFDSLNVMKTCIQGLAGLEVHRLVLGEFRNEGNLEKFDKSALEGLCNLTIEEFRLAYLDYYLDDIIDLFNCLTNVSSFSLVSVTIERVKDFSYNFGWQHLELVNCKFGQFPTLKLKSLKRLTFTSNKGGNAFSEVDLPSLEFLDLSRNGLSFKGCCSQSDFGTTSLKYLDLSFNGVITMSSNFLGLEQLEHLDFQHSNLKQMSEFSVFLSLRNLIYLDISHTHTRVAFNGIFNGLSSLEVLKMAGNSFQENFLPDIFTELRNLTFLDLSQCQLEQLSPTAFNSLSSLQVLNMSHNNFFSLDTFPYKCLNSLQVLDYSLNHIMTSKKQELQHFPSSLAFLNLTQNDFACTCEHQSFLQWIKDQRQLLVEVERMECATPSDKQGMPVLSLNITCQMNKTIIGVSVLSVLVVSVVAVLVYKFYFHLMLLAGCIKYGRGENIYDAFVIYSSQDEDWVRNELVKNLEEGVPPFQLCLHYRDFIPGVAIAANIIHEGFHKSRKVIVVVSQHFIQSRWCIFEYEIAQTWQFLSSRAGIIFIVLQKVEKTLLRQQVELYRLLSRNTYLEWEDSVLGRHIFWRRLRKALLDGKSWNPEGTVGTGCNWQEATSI
Target sequence (Q99836 whole entry, looked up): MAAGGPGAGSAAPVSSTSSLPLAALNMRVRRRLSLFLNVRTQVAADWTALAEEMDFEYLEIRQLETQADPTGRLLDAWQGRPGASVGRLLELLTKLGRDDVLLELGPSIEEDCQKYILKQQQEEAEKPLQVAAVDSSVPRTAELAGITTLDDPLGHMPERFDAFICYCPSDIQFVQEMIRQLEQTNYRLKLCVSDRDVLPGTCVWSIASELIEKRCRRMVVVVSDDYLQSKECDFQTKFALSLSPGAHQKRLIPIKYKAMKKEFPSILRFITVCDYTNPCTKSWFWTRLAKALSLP
* hit, by the source's call; x = not tested or not shown.

SMILES | G6PDH CS | APP 5'UTR act | FLuc inh counter | Diaph act CS | NF-kB expr up | FLuc stim CS | STAT1 activator | APP transl inh | Diaphorase inh | TLR4 MyD88 comp
O=C(CSc1nnc(CNc2ccc(Cl)cc2)n1Cc1ccccc1)NCc1ccco1 | 5 | -6 | -7 | 0.6 | 0.93 | 1.1 | 89 | 6 | 38 | 1
O=C(CN1CCc2ccccc2C1)Nc1ccccc1N1CCCCCC1 | -1 | -8 | -5 | 0.8 | 0.84 | 1 | 100 | 8 | 20 | -12
COc1ccc2[nH]c(=O)c(CN(Cc3ccco3)C(=O)c3ccccc3)cc2c1 | 6 | -14 | -2 | 0.8 | 0.91 | 1 | 93 | 14 | 17 | -6
O=C1C2=C(Nc3ccccc3SC2c2ccco2)c2ccccc21 (stereo unspecified) | 4 | 21 | 0 | 0.6 | 1 | 1 | 105 | -22 | 44 | 13
O=[N+]([O-])c1ccc(-c2c(O)c3ccccc3c3nc4ccccc4nc23)cc1 | -4 | -13 | 0 | 1.1 | 0.77 | 1 | 88 | 13 | -6 | 4
COc1ccc(N2CCN(CC(=O)N3CCC(C)CC3)CC2)cc1 | 6 | 7 | -8 | 0.9 | 1 | 1.1 | 99 | -7 | 5 | -13
COc1cc(/C=N/NC(=O)c2ccc(F)cc2)ccc1OC(=O)c1ccco1 | -1 | 14 | 1 | 1 | 1.1 | 1 | 104 | -14 | 3 | -27
NS(=O)(=O)c1ccc(CCNC(=O)NC2(C(F)(F)F)Oc3ccccc3O2)cc1 | 12 | -25 | -7 | 0.9 | 3.9* | 1.1 | 117 | 25 | 12 | -6
C=CCS/C(=N\n1cnc2ccccc2c1=O)N(CC)CC | 5 | -9 | -2 | 0.9 | 1.1 | 1 | 100 | 10 | 11 | 2
COC(=O)CC1COc2ccccc2N1C(=O)c1ccc(Cl)cc1 (stereo unspecified) | 4 | -1 | -5 | 1 | 1.2 | 1 | 99 | 1 | 4 | 10
CCc1ccc(-c2csc(NC(=O)COC(=O)CCc3nc4ccccc4s3)n2)cc1 | 2 | 107 | -3 | 1 | 1.5 | 1 | 131* | -107 | -1 | -4
COc1ccc(NC(=O)c2cnc(C)cn2)cc1-n1cnnn1 | -2 | -3 | -5 | 0.9 | 1.2 | 1.1 | 95 | 3 | 11 | 14
O=C(Nc1ncc(Cc2ccc(C(F)(F)F)cc2)s1)c1ccc(-c2cccc([N+](=O)[O-])c2)o1 | -17 | -31 | -1 | 0.9 | 1.3 | 1 | 93 | 31 | 8 | 9
CC(=O)Nc1ccc(S(=O)(=O)n2nc(-c3ccc(C)cc3)nc2N)cc1 | 1 | 18 | -5 | 1 | 1 | 1.1 | 91 | -18 | 0 | 4
Cn1c(=O)n(C)c2cc(NC(=O)CCl)ccc21 | 8 | -5 | -2 | 0.9 | 2.7 | 1 | 90 | 5 | 13 | -9
Cc1ccc(C(=O)c2c[nH]c(C(=O)NCc3cccnc3)c2)cc1 | 9 | 7 | 3 | 1 | 1.1 | 1 | 94 | -7 | 2 | -5
O=C(NCc1ccco1)c1ccccc1NS(=O)(=O)c1ccc(Cl)s1 | -1 | -3 | -9 | 0.9 | 0.62 | 1.1 | 100 | 3 | 10 | -8
COc1ccc(N=Cc2c(O)n(-c3cccc(C)n3)c(=O)c3ccccc23)cc1 | -2 | 6 | -4 | 0.8 | 0.65 | 1 | 105 | -6 | 21 | 3
NC(=O)COC(=O)CC(NC(N)=O)c1ccc(Cl)cc1 (stereo unspecified) | 1 | 12 | -6 | 1 | 1.4 | 1.1 | 95 | -12 | 1 | 4
Cc1ccc(-c2nn3c(C)nnc3s2)cc1NC(=O)C(C)C | 0 | -3 | -1 | 0.9 | 1.3 | 1 | 100 | 3 | 8 | 1
CCc1ccccc1NC(=O)Nc1ccc(F)cc1 | 10 | -2 | -4 | 0.8 | 1.1 | 1 | 88 | 2 | 19 | 2
Cc1cccc(C(=O)c2c(N)sc3c2CCCC3)c1 | 2 | -6 | -9 | 0.8 | 0.98 | 1.1 | 92 | 6 | 18 | 2
COc1ccc(CCNC(=O)CN(C)S(=O)(=O)c2cccs2)cc1OC | 4 | 10 | -5 | 0.9 | 1 | 1 | 102 | -10 | 10 | -9
Cc1nc2ccc(C(=O)O)cc2c2c1CC(C)S2 (stereo unspecified) | 8 | 19 | -1 | 0.6 | 0.97 | 1 | 98 | -19 | 42 | 7
Cc1ccc(NC(=O)CSc2nnc(C3COc4ccccc4O3)o2)c(Cl)c1 (stereo unspecified) | 2 | -16 | -5 | 0.9 | 1.1 | 1.1 | 102 | 16 | 6 | 2
CCOc1ccc2nc(NC3=NC(c4ccc(OC)cc4)CC(=O)N3)nc(C)c2c1 (stereo unspecified) | 3 | -12 | -3 | 1.2 | 0.39 | 1 | 98 | 12 | -25 | 3
C=CCN1C(=O)C(Cc2ccc(OC)cc2)SC1=Nc1ccc(C(=O)O)cc1 (stereo unspecified) | -14 | -15 | -6 | 0.9 | 1.3 | 1.1 | 102 | 15 | 12 | -6
C=CCN(CC(=O)NCc1ccc(OC)cc1)C(=O)c1csnn1 | 1 | -4 | -2 | 0.9 | 0.96 | 1 | 86 | 4 | 10 | 13
O=C1N/C(=N\N=C\c2cccs2)SC1Cc1ccc(Cl)c(Cl)c1 (stereo unspecified) | -2 | 13 | -3 | 1.1 | 1.1 | 1 | 98 | -13 | -8 | -4
COc1ccc(OC)c(NC(=S)NCCC(c2ccccc2)c2ccccc2)c1 | x | -1 | x | x | x | x | 99 | 1 | x | 2
COc1ccc(CN2CCc3cc(OC)c(OC)cc3C2)cc1O | 13 | -11 | -14 | 0.7 | 1.1 | 1.1 | 98 | 11 | 27 | -9
Cc1ccc2c(N)[nH]nc2n1 | 10 | -13 | -3 | 1.1 | 1.1 | 1 | 98 | 13 | -8 | -2
CCNc1nnc(-c2ccc(C)cc2)o1 | 10 | 43 | 18 | 0.9 | 1.9 | 0.8 | 116 | -43 | 8 | -5
Cc1onc(-c2ccccc2)c1C(=O)NNC(=S)NC(=O)c1ccc(F)cc1 | -17 | -26 | -2 | 0.8 | 0.78 | 1 | 100 | 26 | 18 | -5
O=C(/C=C/c1c(Cl)cccc1Cl)n1cccn1 | -3 | 9 | 2 | 1 | 0.86 | 1 | 87 | -9 | 3 | 2
CC(NC(=O)Cc1ccc(F)cc1)c1ccccc1 (stereo unspecified) | 3 | 10 | -9 | 0.9 | 1 | 1.1 | 97 | -10 | 9 | -8
CC1Cc2nc(SCC(=O)Nc3ccc4c(c3)OCO4)n(CCc3ccccc3)c(=O)c2S1 (stereo unspecified) | -18 | -2 | -2 | 0.7 | 0.55 | 1 | 92 | 2 | 32 | -1
COc1nc(C)ccc1-c1noc(-c2ccncc2)n1 | 0 | -8 | 11 | 1 | 1.8 | 0.9 | 131* | 8 | 0 | -7
O=C(CC12CC3CC(CC(C3)C1)C2)NC(=S)NCc1ccco1 | 5 | 11 | 1 | 1 | 1 | 1 | 103 | -11 | 4 | 7
O=C(O)Cn1cc(/C=C/[N+](=O)[O-])c2ccccc21 | 3 | 15 | -1 | 0.8 | 1.1 | 1 | 98 | -15 | 18 | -4

An excerpt from above in order of count of non-hydrogen atoms, smallest number first.
SMILES | G6PDH CS | APP 5'UTR act | FLuc inh counter | Diaph act CS | NF-kB expr up | FLuc stim CS | STAT1 activator | APP transl inh | Diaphorase inh | TLR4 MyD88 comp
Cc1ccc2c(N)[nH]nc2n1 | 10 | -13 | -3 | 1.1 | 1.1 | 1 | 98 | 13 | -8 | -2
O=C(NCc1ccco1)c1ccccc1NS(=O)(=O)c1ccc(Cl)s1 | -1 | -3 | -9 | 0.9 | 0.62 | 1.1 | 100 | 3 | 10 | -8
COc1cc(/C=N/NC(=O)c2ccc(F)cc2)ccc1OC(=O)c1ccco1 | -1 | 14 | 1 | 1 | 1.1 | 1 | 104 | -14 | 3 | -27

The main list resumes, repeating the 3 entries before the break.
SMILES | G6PDH CS | APP 5'UTR act | FLuc inh counter | Diaph act CS | NF-kB expr up | FLuc stim CS | STAT1 activator | APP transl inh | Diaphorase inh | TLR4 MyD88 comp
COc1nc(C)ccc1-c1noc(-c2ccncc2)n1 | 0 | -8 | 11 | 1 | 1.8 | 0.9 | 131* | 8 | 0 | -7
O=C(CC12CC3CC(CC(C3)C1)C2)NC(=S)NCc1ccco1 | 5 | 11 | 1 | 1 | 1 | 1 | 103 | -11 | 4 | 7
O=C(O)Cn1cc(/C=C/[N+](=O)[O-])c2ccccc21 | 3 | 15 | -1 | 0.8 | 1.1 | 1 | 98 | -15 | 18 | -4
Cc1ccnc(N2C(=O)c3ccccc3C2Nc2ccccc2Cl)c1 (stereo unspecified) | -4 | -39 | -5 | 0.9 | 1.1 | 1.1 | 105 | 39 | 14 | 1
COC(C(=O)Nc1ccc(S(=O)(=O)Nc2ccc(C)c(C)c2)cc1)c1ccccc1 (stereo unspecified) | 9 | -8 | -9 | 0.9 | 0.94 | 1.1 | 108 | 8 | 12 | -12
O=C(Nc1cccnc1Cl)c1cccnc1Cl | 4 | -5 | 2 | 1 | 1.1 | 1 | 102 | 5 | 2 | 4
CC(=O)C1=C(O)C(=O)N(c2ccc(S(=O)(=O)Nc3nccs3)cc2)C1c1ccc([N+](=O)[O-])cc1 (stereo unspecified) | 4 | 9 | -11 | 0.9 | 1 | 1.1 | 114 | -9 | 12 | 9
COc1ccccc1OCCSc1nc2ccccc2n1CCO | 7 | 10 | 16 | 0.9 | 0.98 | 0.8 | 95 | -10 | 8 | 0
CCOC(=O)C(c1ccccc1)N1CCN(c2ccc(OC)cc2)CC1 (stereo unspecified) | 2 | 4 | -1 | 1.1 | 1 | 1 | 104 | -4 | -13 | -11
CC(C)N(Cc1nc(-c2ccc(Cl)cc2)no1)C(=O)C(c1ccccc1)c1ccccc1 | 5 | 18 | -5 | 0.7 | 0.93 | 1 | 94 | -18 | 27 | -3
CCN(CC)CCNC(=O)c1ccc(NC(=O)c2c(F)cccc2Cl)cc1 | 10 | -6 | -2 | 0.9 | 1.2 | 1 | 102 | 6 | 9 | 2
COCCNC(=O)c1sc2ncn(CC(=O)N3CCCCC3)c(=O)c2c1C | 10 | -2 | -6 | 0.9 | 0.95 | 1.1 | 102 | 2 | 14 | -4

2 entries from above, field by field:
> COc1nc(C)ccc1-c1noc(-c2ccncc2)n1
- G6PDH CS: 0
- APP 5'UTR act: -8
- FLuc inh counter: 11
- Diaph act CS: 1
- NF-kB expr up: 1.8
- FLuc stim CS: 0.9
- STAT1 activator: 131*
- APP transl inh: 8
- Diaphorase inh: 0
- TLR4 MyD88 comp: -7
> O=C1C2=C(Nc3ccccc3SC2c2ccco2)c2ccccc21 (stereo unspecified)
- G6PDH CS: 4
- APP 5'UTR act: 21
- FLuc inh counter: 0
- Diaph act CS: 0.6
- NF-kB expr up: 1
- FLuc stim CS: 1
- STAT1 activator: 105
- APP transl inh: -22
- Diaphorase inh: 44
- TLR4 MyD88 comp: 13
